MEP2 TOR yeast – alters MEP2-GFP fluorescence in TOR pathway yeast screen; GFP response vs DMSO, % at 10 µM; S. cerevisiae MEP2-GFP strain, flow cytometry GFP, 3 h; 100% = DMSO control level; hit rate 0.51% among 330,000;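 active means GFP response versus DMSO above a set limit, roughly screen mean plus 3 SD, cut at about 180% in these data; inconclusive means fewer than 70 cells counted for a yeast strain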;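 further: median GFP fluorescence of the barcode-gated MEP2-GFP cells per well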
Yeast superoxide – yeast age-related superoxide inhibition as caloric restriction mimetic. S. cerevisiae aged cells, superoxide DHE fluorescence; active compounds read low. superoxide response (% of plate mean), % at 10 µM. hit rate 0.18% among 330,000;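 active means superoxide response under a set limit, about three screen SD below normal, cut at about 65% in these data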;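 further: yeast aged for seven days with compound at 30 °C before DHE staining; 100% = average MFI of all compound-treated wells on the plate with controls excluded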
CIT2 TOR yeast – alters CIT2-GFP fluorescence in TOR pathway yeast screen | hit rate 0.065% among 320,000 | AID 2029 | GFP response vs DMSO, % at 10 µM | S. cerevisiae CIT2-GFP strain, flow cytometry, 3 h; 100 means same as DMSO wells;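 active means GFP response relative to DMSO above a set limit, near the screen mean plus 3 SD, cut at about 150% in these data; inconclusive means Fewer than 70 cells measured for a yeast strain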;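 further: ratio of well median GFP fluorescence to mean of DMSO wells on the plate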
RPL19A TOR yeast – modulators of TOR pathway RPL19A-GFP in S. cerevisiae. hit rate 0.3% among 330,000. percent response vs DMSO, % at 10 µM. AID 2025. S. cerevisiae RPL19A-GFP strain, flow cytometry, 3 h; active compounds read low;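 active means percent response vs DMSO below 50%; inconclusive means fewer than 70 events counted for the yeast strain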;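 further: median channel GFP fluorescence of the barcoded RPL19A-GFP strain; ratio of sample median GFP to plate DMSO average so 100% = DMSO; lower means less RPL19A-GFP as with rapamycin TOR inhibition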
Efflux pump mplx – blocks antifungal efflux pumps in multiplex yeast assay | inhibition, % at 10 µM | S. cerevisiae Candida pump triplex, Nile Red efflux | hit rate 0.44% among 330,000;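 active means plate passing quality check with inhibition over a set limit, or well fluorescence over plate mean plus 4 SD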;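 further: Nile Red retained in pooled yeast measured as flow cytometry median fluorescence; 0% = buffer negative control and 100% = Enniatin B positive control; higher means more Nile Red kept so more efflux inhibition; some compounds called inactive have numbers as strong as hits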
AHR activator – activates the human aryl hydrocarbon receptor; P35869; AHR-responsive luciferase reporter cells, luminescence; activation, % at 5 µM; hit rate 2.5% among 320,000; in the data active means activation above about 47%;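 further: 0% = vehicle wells and 100% = reference agonist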
Target sequence (P35869 whole entry, looked up): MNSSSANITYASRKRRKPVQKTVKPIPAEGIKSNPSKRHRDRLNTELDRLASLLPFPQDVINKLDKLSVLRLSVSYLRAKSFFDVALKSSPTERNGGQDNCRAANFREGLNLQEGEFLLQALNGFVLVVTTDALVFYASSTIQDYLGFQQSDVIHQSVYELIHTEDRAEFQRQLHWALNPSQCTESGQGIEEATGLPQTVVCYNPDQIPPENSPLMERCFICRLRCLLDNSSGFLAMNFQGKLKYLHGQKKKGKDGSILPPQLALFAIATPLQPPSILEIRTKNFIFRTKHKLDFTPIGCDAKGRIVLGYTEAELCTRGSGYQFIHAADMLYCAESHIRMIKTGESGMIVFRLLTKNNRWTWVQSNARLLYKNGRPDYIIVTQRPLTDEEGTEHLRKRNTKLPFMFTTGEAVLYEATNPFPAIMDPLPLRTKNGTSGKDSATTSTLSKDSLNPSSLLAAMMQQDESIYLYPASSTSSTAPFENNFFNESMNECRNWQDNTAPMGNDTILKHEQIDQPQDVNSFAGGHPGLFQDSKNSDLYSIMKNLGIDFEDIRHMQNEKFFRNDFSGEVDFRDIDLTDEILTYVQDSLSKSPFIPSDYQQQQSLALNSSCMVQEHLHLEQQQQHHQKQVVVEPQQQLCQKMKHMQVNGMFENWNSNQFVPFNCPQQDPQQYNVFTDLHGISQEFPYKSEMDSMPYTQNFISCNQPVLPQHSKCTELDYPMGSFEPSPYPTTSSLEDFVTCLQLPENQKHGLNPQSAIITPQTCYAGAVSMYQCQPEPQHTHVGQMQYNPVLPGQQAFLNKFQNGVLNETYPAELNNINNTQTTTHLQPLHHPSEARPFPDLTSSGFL
LAP4 TOR yeast – alters LAP4-GFP fluorescence in TOR pathway yeast screen; S. cerevisiae LAP4-GFP multiplex, flow cytometry GFP, 3 h; median GFP as percent of DMSO wells; GFP response vs DMSO, % at 10 µM; hit rate 0.34% among 320,000; AID 2023;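 active means GFP response vs DMSO above a set limit, about the screen mean plus 3 SD, cut at about 150% in these data; inconclusive means under 70 cell events counted for the yeast strain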
AGP1 TOR yeast – alters AGP1-GFP fluorescence in TOR pathway yeast screen; AID 2066; S. cerevisiae AGP1-GFP multiplex flow cytometry, 3 h; GFP as percent of DMSO wells; GFP response vs DMSO, % at 10 µM; hit rate 0.02% among 320,000;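 active means GFP response relative to DMSO above a set limit, near screen average plus 3 SD, cut at about 150% in these data; inconclusive means fewer than 70 cells counted for the yeast strain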;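 further: median GFP channel fluorescence of the gated AGP1 strain per well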
* hit, by the source's call; ? = inconclusive; / = not tested or not shown; [ ] = remark or other dose.

SMILES	MEP2 TOR yeast	Yeast superoxide	CIT2 TOR yeast	RPL19A TOR yeast	Efflux pump mplx	AHR activator	LAP4 TOR yeast	AGP1 TOR yeast
Cc1ccc(C(C(=O)NC(C)(C)C)N(C(=O)c2csnn2)c2cccc(F)c2)o1 (configuration not stated)	116	97	97	100	-0.1	1	/	106
CCC1(C)Cc2[nH]c(=O)c(C#N)cc2CO1 (configuration not stated)	109	94	94	97	0.0	-1	104	103
COc1cc(OC)cc(C(=O)NCC(=O)OCc2csc(-c3ccccc3)n2)c1	102	120	103	105	0.0	6	101	106
Cc1ccc(NC(=O)CCNC(=O)c2ccco2)cc1Cl	102	95	102	105	0.0	2	98	102
Cc1ccc(OCC(=O)Nc2cccc(O)c2)cc1C	221*[may fluoresce violet]	103	?	44*[may fluoresce violet]	-0.2	1	93[may fluoresce violet]	?
COc1ccccc1Nc1cc2cc(Br)ccc2c(=O)[nH]1	89	108	98	98	-0.1	19	102	86
CCOC(=O)C1CN(S(=O)(=O)c2ccc(C)cc2)c2ccccc2O1 (configuration not stated)	102	102	89	100	0.3	16	105	102
Cc1ccc(C(=O)NN2CC(O)=C(c3nc(-c4cccc([N+](=O)[O-])c4)cs3)C2=N)cc1	109	85	100	104	0.0	4	97	98
CCCCN1C(N)=NC[C@@H]1CC1CCCCC1	97	91	98	103	0.2	1	128	92
COc1ccc(C2C(C(=O)/C=C/c3ccco3)=C(O)C(=O)N2CCN2CCOCC2)cc1OC (configuration not stated)	113	104	99	99	0.1	-1	116	107
O=[N+]([O-])c1ccc(COP(=O)(O)OCc2ccc([N+](=O)[O-])cc2)cc1	96	106	107	93	-0.1	-1	108	100
Cc1ccc(CSc2nc3c(c(=O)[nH]2)C(c2ccncc2)C2=C(CCCC2=O)N3)cc1 (configuration not stated)	104	78	104	99	-0.3	2	104	101
O=C(N/N=C/c1ccc(-c2cccc([N+](=O)[O-])c2)o1)[C@H]1C[C@@H]1c1ccccc1	93	101	101	102	0.1	6	87	95
CCOc1ccccc1NC(=O)COc1coc(CN2CCCc3ccccc32)cc1=O	105	123	92	100	0.0	7	110	106
Cc1c(C(=O)N2CCOCC2)[nH]c2c1C(=O)CC(c1ccccc1Cl)C2 (configuration not stated)	104	96	102	101	0.0	-1	102	104
COc1ccc(CNC(=O)c2ccc(=O)oc2)cc1OC	97	103	97	97	0.0	1	92	97
CC(C)Cn1c(N)c(C(=O)CSc2nc3ccccc3c(=O)n2CCCN2CCOCC2)c(=O)n(C)c1=O	100	103	96	94	0.2	0	108	103
CC(=O)O/N=C(/c1nonc1N)N1CCN(c2ccc([N+](=O)[O-])cc2Cl)CC1	103	115	108	105	0.0	1	98	103
Cc1cc(C)nc(N2CCCC(C(=O)Nc3ccc4c(c3)OCCO4)C2)n1 (configuration not stated)	106	97	102	99	-0.1	1	108	101
CCN1CCN(CCC2Oc3cc([N+](=O)[O-])ccc3NC2=O)CC1 (configuration not stated)	375*[may fluoresce violet]	99	?	57[may fluoresce violet]	0.2	4	94[may fluoresce violet]	?
CCCOc1cccc(C2C(C(=O)c3ccco3)=C(O)C(=O)N2CCCn2ccnc2)c1 (configuration not stated)	113	86	135	114	-0.1	11	112	122
CCOc1ccc(OCC)c(NC(=O)CN2CCN(CC(=O)NC(C)C)CC2)c1	105	100	98	107	0.2	3	95	97
COc1ccc(OCCCC(=O)OCC(=O)c2ccc3c(c2)NC(=O)CO3)cc1	105	85	111	103	-0.1	-1	110	115
CNC(=S)N1CCN(c2cccc(OC)c2)CC1	101	84	108	101	-0.2	-4	97	106
O=C(COc1ccc2ccc(=O)oc2c1)NCc1ccccn1	108	111	102	104	1.1	-2	106	102
CN(C)S(=O)(=O)c1cccc2c1C(=O)c1ccccc1C2=O	101	130	102	99	4.9	-1	90	99
COc1cc2c(cc1OC)CN(CC(=O)Nc1ccc(S(=O)(=O)N3CCCC3)cc1)CC2	102	116	100	100	0.1	3	94	97
CCO[C@@H]1OC(C(=O)N2CCOCC2)=C[C@H](c2cn(C(C)=O)c3ccccc23)[C@H]1CCCO	86	102	99	99	0.1	5	100	84
CC(C)(C)c1nnc(NC(=O)C2CCN(C(=O)c3ccco3)CC2)s1	100	108	105	100	-0.1	-2	99	102
O=C(COC(=O)Cc1ccc([N+](=O)[O-])cc1)NC1CCCCCC1	102	109	95	104	-0.2	-2	113	105
CCN(CC)S(=O)(=O)c1cc(NC(=O)COC(=O)c2sc3ccccc3c2Cl)ccc1C	106	80	108	108	0.6	-1	95	103
Cc1ccc(-c2c[n+]3c(n2-c2ccccc2)SCC3)cc1	93	103	100	99	-0.3	10	104	104
Nc1nnc(SCC(=O)c2ccc([N+](=O)[O-])cc2)s1	102	101	103	102	0.4	0	106	104
COc1cccc(NC(=O)CSc2nc(=O)n(CCN(C)C)c3c2CCCC3)c1	97	97	104	96	0.0	-2	111	106
O=[N+]([O-])c1cc(CN2CCCCCC2)ccc1O	107	100	105	103	-0.2	0	95	104
Cc1ccc(NCC(O)C(O)C(O)CO)cc1C (configuration not stated)	98	98	/	98	0.0	0	101	92
O=C1C(Cl)=C(N2CCOCC2)C(=O)N1c1ccc(Br)cc1	108	98	101	100	0.0	3	100	95
CCC(=O)Nc1nnc(S(=O)(=O)N(C)c2cc(C)cc(C)c2)s1	106	105	111	104	-0.1	/	94	101
CC1=Nc2cc(C(=O)O)ccc2Sc2ccc(Br)cc21	109	115	98	100	0.2	1	106	98
O=S(=O)(N1CCOCC1)n1c(Cc2ccccc2)nc2ccccc21	98	102	100	100	0.0	-1	106	102
CC1=CC2=NC(=O)CC(C)(C(=O)N(CC(=O)NC(C)C)C3CCCC3)N2C=C1 (configuration not stated)	?	81	?	?	-0.3	2	?	?
C/C(=N\NC(=O)CN1CCN(S(=O)(=O)c2ccc(C)cc2)CC1)c1ccc(O)cc1	96	108	92	95	-0.1	0	90	99
CC(C)Cn1c(N2CCN(C(=O)/C=C/c3ccccc3)CC2)nc2ccccc21	92	110	99	96	0.1	4	90	101
Fc1cc(Cl)c(OCc2noc(-c3ccsc3)n2)c(Cl)c1	96	99	90	95	-0.1	2	122	109
COc1cccc(CNC(=O)C2CCC(CNS(=O)(=O)c3cccc4cccnc34)CC2)c1 (configuration not stated)	92	103	98	95	-0.1	1	87	95
O=C(CCCN1C(=O)/C(=C/c2cccs2)SC1=S)Nc1cccnc1	105	106	99	106	-0.1	1	106	98
O=C(CSc1ccc(-c2ccc(Br)cc2)nn1)N1CCOCC1	98	94	104	106	-0.2	11	95	104
Cc1cc(C)c(C#N)c(SCCS(=O)(=O)Cc2ccccc2)n1	99	85	95	99	0.1	-4	99	93
COc1cccc(Nc2nc(-c3ccc4c(c3)OCCO4)cs2)c1	107	93	110	103	-0.2	72*	109	108
CNC(=O)C1CCN(S(=O)(=O)c2c(C)noc2/C=C/c2cccc(OC)c2)CC1	98	107	96	97	-0.1	0	99	99

Remaining list, next part
SMILES	MEP2 TOR yeast	Yeast superoxide	CIT2 TOR yeast	RPL19A TOR yeast	Efflux pump mplx	AHR activator	LAP4 TOR yeast	AGP1 TOR yeast
COc1ccc(-c2cc(NCCc3ccncc3)n3ncnc3n2)cc1	99	98	104	102	-0.2	33	95	99
N=C1/C(=C/c2cccn2-c2cccc([N+](=O)[O-])c2)C(=O)N=C2SC=CN12	92	93	89	102	0.2	8	91	99
COc1ccc(NC(=O)CSc2nc3ccccc3nc2N2CCCC2)c(OC)c1	105	120	96	107	0.1	2	95	104
CCC(=C/c1sc2ccc3ccccc3c2[n+]1C)/C=C1\Sc2ccc3ccccc3c2N1C	285*	101	189*	94	0.6	1	283*	76
CCN(C(=O)Cc1c(C(=O)O)n(CC)c2ccccc12)c1cccc(C(F)(F)F)c1	92	106	84	97	0.0	1	92	90
COc1cccc(-n2nc(C(=O)N3CCN(Cc4ccccc4)CC3)c3ccccc3c2=O)c1	108	92	106	103	0.1	-1	105	106
CCOc1ccc(CCNC(=O)C2CC(=O)N(Cc3ccc(OC)cc3)C2)cc1OCC (configuration not stated)	94	93	107	99	0.0	2	95	103
O=C(c1ccco1)N1CCCSC1=Nc1ccccc1	100	95	100	98	-0.2	1	98	97
CC1CN(C(=O)CCC(=O)NC(C)c2ccccc2)c2cc(Cl)ccc2O1 (configuration not stated)	106	100	100	101	0.0	-2	104	100
O=C(COc1ccc2c3c(c(=O)oc2c1)CCCC3)NC(Cc1ccc(Cl)cc1)C(=O)O (configuration not stated)	100	106	98	103	0.0	0	110	102
CCC1CCCCN1C(=O)COc1ccc2c3c(c(=O)oc2c1)CCC3 (configuration not stated)	103	117	104	99	-0.1	-3	107	104
N/C(=N\OC(=O)CCCOc1ccccc1)c1cccc(Br)c1	101	103	90	99	0.1	3	97	89
CC1(C)S[C@@H]2C(C(=O)OCc3ccccc3)NC(=O)N2C1C(=O)OCc1ccccc1 (some centres not stated)	102	102	101	103	-0.1	3	128	93
O=C(COc1ccc2ccccc2c1)N1CCN(C(=O)c2cccnc2)CC1	100	94	110	103	-0.2	9	104	102
O=C(O)c1ccccc1SCC(=O)N1c2ccccc2Sc2ccccc21	98	115	84	91	0.0	14	94	94
CCC(c1nnnn1CCc1ccccc1)N1CCN(C(=O)c2ccco2)CC1 (configuration not stated)	101	100	103	103	0.0	1	107	99
CN(C)CCN(C(=O)CCc1ccccc1)c1nc2c(F)cc(F)cc2s1	98	94	113	103	0.1	4	110	113
Cc1cccc(NC(=S)NNC(=S)NCc2ccccc2)c1	109	109	113	105	0.0	4	89	102
CN(CC(=O)Nc1ccc(F)cc1)C(=O)C1CCN(C(=O)Nc2ccccc2)CC1	102	82	89	101	-0.2	0	101	101
CCOC(=O)N1CCN(S(=O)(=O)c2ccc(C(=O)NNc3nc4ccc(Cl)cc4s3)cc2)CC1	101	96	99	100	-0.1	19	96	102
Cc1ccc(S(=O)(=O)N2CCCCC2)cc1NC(=O)CN1C(=O)c2ccccc2S1(=O)=O	101	108	99	98	0.3	1	96	101
COc1cccc(CN(CC(=O)NC2CCCC2)C(=O)Cn2nnc(-c3cccs3)n2)c1	100	104	105	100	0.0	2	101	104
Cc1nc(-c2ccccc2)sc1C(=O)/C=C/N(C)C	99	77	83	95	-0.2	3	94	63
COc1ccc(-n2ncc3c(N4CCN(c5cccc(C)c5C)CC4)ncnc32)cc1	93	115	98	99	0.3	3	99	101
CC1CC(C)CN(C(=O)COC(=O)CCCN2C(=O)c3cccc4cccc(c34)C2=O)C1 (configuration not stated)	94	96	101	75	0.0	-3	86	91
Fc1ccc(N=Cc2ccc[nH]2)cc1	106	95	105	103	-0.1	0	100	102
Cc1cccc(NC(=O)NC(=S)NC(=O)c2ccccc2)c1	99	102	98	103	0.4	5	91	99
CC(Sc1nnnn1C)C(=O)NC1CCCc2ccccc21 (configuration not stated)	115	107	109	107	-0.1	0	105	27
O=C(Cc1ccc(Cl)cc1)NN1C(=O)c2ccccc2C1=O	102	107	98	102	0.0	0	103	101
C#CCOCCOCCOCCNc1nc(N2CCN(C(=O)[C@H](CC(N)=O)n3cc(C(N)[C@@H](C)CC)nn3)CC2)nc(N2CCN(C(=O)[C@H](CCC(=O)O)n3cc([C@@H](N)CCCCN)nn3)CC2)n1 (some centres not stated)	97	80	90	98	-0.1	1	97	99
N#CCN(C(=O)COC(=O)C1CC2CCCC(C1)C2=O)c1ccccc1 (configuration not stated)	83	83	97	93	-0.1	2	93	103

High-throughput results from PubChem BioAssay.
